# Assay outcomes (PubChem BioAssay)
# UPR XBP1 act – adaptive UPR (XBP1) activation; activation, % at 20 µM; 330,000 compounds, 0.33% hits; AID 463104; CHO-XBP1 luciferase reporter, IRE1-XBP1 UPR activation, luminescence; percent of tunicamycin response, DMSO as zero;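 active = versus positive control, 20 µM dose yields 30% or more activation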;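 also: 100% = tunicamycin at 10 µg/mL and 0% = DMSO only wells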
#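 Material – CHO cell line with stable XBP1 luciferase reporter · Buffer or medium – F12 plus 10% FBS · Compound – single point, 20 µM final compound, 1% DMSO · Schedule – 16-18 h cell attachment at 37 °C, then 6 h compound exposure · Signal – Steady-Glo luminescence read · Benchmarks – high control tunicamycin 10 µg/mL final, low control DMSO vehicle only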
# CXCR6 inh – inhibitors of human CXCR6 receptor. O00574. CHO-K1 PathHunter CXCR6 beta-arrestin, luminescence. inhibition, % at 20 µM. 360,000 compounds, 0.36% hits; in the data active = inhibition above about 34%, passing the limit was not always enough;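 also: antagonist mode with CXCL16 agonist at 10 nM final; 0% = 10 nM CXCL16 with DMSO and 100% = unstimulated wells without agonist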
# Target sequence (O00574 whole entry, looked up): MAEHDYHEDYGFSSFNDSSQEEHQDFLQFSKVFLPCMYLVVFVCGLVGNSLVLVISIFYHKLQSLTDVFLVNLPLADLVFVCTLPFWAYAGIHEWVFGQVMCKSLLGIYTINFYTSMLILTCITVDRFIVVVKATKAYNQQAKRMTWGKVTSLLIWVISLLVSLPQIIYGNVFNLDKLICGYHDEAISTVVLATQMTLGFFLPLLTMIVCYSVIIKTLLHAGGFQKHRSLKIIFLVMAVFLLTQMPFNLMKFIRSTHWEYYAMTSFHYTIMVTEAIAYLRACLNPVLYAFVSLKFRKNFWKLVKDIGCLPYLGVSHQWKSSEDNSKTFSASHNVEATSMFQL
# tim10-1 inh – tim10-1 yeast growth inhibition | S. cerevisiae tim10-1 ts strain growth, BacTiter-Glo, 24 h | inhibition, % at 20 µM | 330,000 compounds, 2.2% hits;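 active = inhibition of at least 40%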;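 also: mutant grown at 25 °C; 0% = DMSO wells with yeast and 100% = wells holding no yeast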
# APJ antag – antagonists of human APJ apelin receptor; inhibition, % at 20 µM; CHO-K1 APJ beta-arrestin complementation, luminescence; 330,000 compounds, 0.32% hits; AID 2521;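 active = inhibition above about 40% at 20 µM, limit read from the data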;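 also: cells challenged with 10 nM apelin-13 agonist together with compound; plate controls were apelin-13 plus DMSO wells for no effect and DMSO wells lacking apelin-13 for full effect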
# Target sequence (P35414 whole entry, looked up): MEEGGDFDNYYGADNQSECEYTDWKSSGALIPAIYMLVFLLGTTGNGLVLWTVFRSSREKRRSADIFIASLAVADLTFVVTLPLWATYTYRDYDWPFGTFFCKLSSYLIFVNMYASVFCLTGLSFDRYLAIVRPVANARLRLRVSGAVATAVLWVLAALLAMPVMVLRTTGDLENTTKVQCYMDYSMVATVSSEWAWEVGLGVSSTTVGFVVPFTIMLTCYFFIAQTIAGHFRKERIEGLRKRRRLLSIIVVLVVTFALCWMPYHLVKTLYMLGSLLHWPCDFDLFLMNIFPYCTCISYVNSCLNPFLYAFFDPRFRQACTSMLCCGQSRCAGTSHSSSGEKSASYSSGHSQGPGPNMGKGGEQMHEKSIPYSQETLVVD
# APJ ag – agonists of human APJ apelin receptor; activation, % at 20 µM; 330,000 compounds, 0.11% hits; CHO-K1 APJ PathHunter beta-arrestin, luminescence; 0% DMSO wells, 100% apelin; AID 2520; P35414;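 active = activation more than six SD over the plate average, tested at 20 µM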;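 also: 0% = DMSO alone and 100% = apelin-13 at 10 nM; some results filed as inactive read as strong as hits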
#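 system = engineered CHO-K1 APJ arrestin reporter cells | input = 1000 cells per well | timing = overnight seeding, 90 min compound at 25 °C, 1 h detection | measured by = enzyme-fragment complementation luminescence | read-out = beta-arrestin recruitment to APJ as agonist activity, luminescent signal | control set = negative DMSO alone, positive Apelin-13 at 10 nM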
# tim23-1 inh – inhibits growth of tim23-1 mutant yeast. 330,000 compounds, 1.3% hits. S. cerevisiae tim23-1 growth, BacTiter-Glo luminescence, 24 h. inhibition, % at 20 µM;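 active = growth inhibition of the mutant yeast at or above 50%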;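 also: temperature-sensitive mutant grown at 25 °C; plate controls were DMSO-treated mutant yeast for no effect and medium wells lacking yeast for full effect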
# TIM10 inh – growth inhibitors of TIM10 yeast strain. S. cerevisiae TIM10 strain growth, BacTiter-Glo luminescence, 24 h. inhibition, % at 10 µM. 330,000 compounds, 1.4% hits;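 active = inhibition of 40% or more at the single tested concentration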;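 also: wild-type TIM10 isogenic control strain grown at permissive 25 °C; 0% = DMSO yeast wells and 100% = minimal medium wells without yeast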
# Mdm2-MdmX inh – inhibitors of human Mdm2/MdmX interaction | O15151+Q00987 | SaOS-2 split-luciferase Mdm2/MdmX complementation, luminescence | inhibition, % at 8 µM | 330,000 compounds, 3% hits;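 active = inhibition of at least 50% at 8 µM in the primary screen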
# UPR CHOP act – activators of apoptotic arm of unfolded protein response (CHOP); activation, % at 10 µM; AID 449763; CHO-CHOP luciferase reporter, UPR activation, luminescence; percent of tunicamycin response over DMSO baseline; 330,000 compounds, 0.34% hits;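 active = at 10 µM dose, activation of 40% or more, normalized to positive control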;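 also: 100% = tunicamycin at 10 µg/mL and 0% = DMSO alone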
#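 Assay system: CHO-CHOP cells, stable luciferase reporter of PERK-eIF2a-CHOP signalling / Buffer or medium: F12 plus 10% serum / Compound dosing: one dose, 10 µM in 0.5% DMSO / Times: 6 h compound treatment, 37 °C / Technique: luciferase luminescence / Read-out: % reporter activation, DMSO baseline versus tunicamycin full activation / Benchmarks: tunicamycin and DMSO controls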
# * marks the source's active call; other numbers are inactive results; nt = not tested or not shown. Some of the compounds tested; the hit share may differ from the screen's.
SMILES,UPR XBP1 act,CXCR6 inh,tim10-1 inh,APJ antag,APJ ag,tim23-1 inh,TIM10 inh,Mdm2-MdmX inh,UPR CHOP act
O=[N+]([O-])c1ccc2c(c1)C(N1CCOCC1)/C(=C/COc1ccc3ccccc3c1Br)O2 (stereo unspecified),-6,7,17,-2,-2,6,25,20,-2.4
CCOc1ccc(CNCCCSc2ncccn2)cc1,-2,-6,-11,8,-5,2,-8,-8,-0.1
CCCCn1c(C2CCCCC2)nc2cc3[nH]c(=O)c(C(C)C)nc3cc21,6,0,15,1,1,27,5,16,0.1
CCOP(=O)(c1ccc(N(C)C)cc1)C(O)c1ccccc1 (stereo unspecified),-1,5,20,-5,-1,3,-8,8,-0.4
CCNCC(=O)N1c2ccccc2CCc2ccc(NC(C)=O)cc21,-1,6,11,2,2,20,-9,13,-0.5
CCOC(=O)c1c(NC(=O)C2CCN(S(=O)(=O)c3cccs3)CC2)sc(C)c1C,-2,-2,12,-22,0,10,5,25,2.2
Cc1ccc(C(=O)n2nc(-c3ccco3)nc2N)cc1,-3,12,15,-1,-1,21,14,1,-3.3
CC1CCCC(C)N1C(=O)COC(=O)c1n[nH]c(=O)c2ccccc12 (stereo unspecified),1,0,4,8,-1,17,0,-10,1.1
COC(=O)c1c(NC(=O)CN2C(=O)NC3(CCc4ccccc4C3)C2=O)sc2c1CCCCC2 (stereo unspecified),0,11,17,-8,0,-21,-13,11,-2.5
CCCCNC(=S)NNC(=O)c1sccc1C,4,5,9,19,-6,16,11,-17,0.2
Cc1csc(SCC(=O)Nc2ccccc2C)n1,-1,-7,0,-11,-2,8,1,-3,1.7
Cc1ccc(S(=O)(=O)n2nc(C)c(Br)c2C)c(C)c1C,-1,-3,29,7,-1,20,-4,7,-1.1
CC(C)(C)OC(=O)NCCCC1=CC2=CC(=O)C(C)(OC(=O)c3ccco3)C(=O)C2=CO1 (stereo unspecified),-1,nt,21,-10,2,13,15,-4,-0.1
Cc1cc(/C=N/n2cnnc2)c(C)n1-c1ccc(OCc2ccccc2F)cc1,0,-11,46*,12,1,36,39,49,3.6
CN(CC(=O)Nc1ccccc1F)CC(=O)Nc1ccc(F)c(F)c1F,0,-3,19,-9,0,6,11,-4,-2.4
O=C(O)c1nn(CCOc2cccc(Cl)c2)c(=O)c2ccccc12,-1,-1,14,12,-2,-40,10,-28,0.3
Cc1ccccc1OC1C(=O)N(Cc2ccc3c(c2)OCO3)C1c1sccc1C (stereo unspecified),5,25,20,-15,-2,22,30,48,-2.9
O=C(c1cc2n(n1)C(C(F)(F)F)CC(c1ccco1)N2)N1CCc2ccccc2C1 (stereo unspecified),4,-7,23,-6,-2,25,20,-11,0.4
Cc1ccc(-c2noc(-c3c(C)noc3C)n2)cc1,3,-3,4,6,-1,16,20,-15,2.1
CCOC(=O)C(CCCOc1ccc(C)cc1)C(=O)OCC,0,0,0,0,-4,-2,-21,12,-1.3
C=CCSc1nc2c(cc1C#N)CCC2,1,-1,5,-1,-2,1,-8,-16,0.5
CCOC(=O)c1c(NC(=O)CSc2nnc(CNc3ccc(Cl)cc3)o2)sc(C)c1C,-3,-7,20,-2,0,-13,1,11,1.9
COc1ccc(/C=N/NC(=O)C2C3CCCCC32C)cc1OC (stereo unspecified),1,-11,6,9,0,21,3,24,0.0
COc1ccc(S(=O)(=O)N2CCN(C(=O)NCc3ccccc3)CC2)cc1,-3,2,16,2,-4,12,6,2,-3.3
Cc1ccc(S(=O)(=O)N2CCN(C(=O)CN3CCCC3)C2)cc1,0,-6,14,2,-2,7,2,16,-1.6
CCc1ccc2[nH]c(=O)c(CN(CCN(CC)CC)C(=O)Nc3ccccc3OC)cc2c1,-4,5,3,27,0,9,15,24,-2.0
C=CCNC(=S)N1CCN(c2ncc(C(F)(F)F)cc2Cl)CC1,-2,-5,34,11,-3,32,3,11,-1.5
CC(=O)c1cccc(NC(=O)Nc2cc3sccc3n2C)c1,-1,nt,-6,-57,-2,5,-9,-19,-0.8
CCCOc1ccc(Cc2c(Cl)nc(SC)nc2OC)cc1,4,0,9,5,-3,-8,10,-11,2.6
O=C1CCC(=O)N1c1ccc(CSc2nnnn2C2CCCCC2)cc1,-1,-31,11,-4,-3,20,5,-18,0.1
CC(C)(C)NC(=O)CSc1nncn1NCc1cccc2ccccc12,2,-4,11,36,-4,-3,1,28,-2.7
Cc1cc(C)c(C)c(S(=O)(=O)Nc2ccccc2N2CCOCC2)c1C,-3,8,10,1,-1,33,18,-1,0.4
CCOC(=O)Cn1c(=O)n(Cc2ccccc2)c(=O)c2cccnc21,1,30,22,10,-6,10,-6,14,-0.2
COc1cccc(N2CCN(C3C4CC5CC(C4)CC3C5)CC2)c1 (stereo unspecified),4,-16,0,-2,-3,15,-9,-20,3.4
Cc1oc(-c2ccccc2F)nc1CN1CCC(C(=O)NCc2ccco2)CC1,2,0,4,-1,-5,-8,-6,8,-2.5
Cc1cc(SCc2ccc([N+](=O)[O-])cc2)nc(=O)[nH]1,4,2,-7,-6,-2,-14,0,1,2.7
CCOC(=O)N1CCN(C(=O)C(c2ccccc2)c2ccccc2)CC1,-1,-2,9,19,-4,18,3,46,-1.3
C=CCN(CC(=O)NCC1CCCO1)C(=O)CCC(=O)Nc1cc(C)on1 (stereo unspecified),1,-1,8,7,-6,1,-3,2,1.5
Cc1nnsc1NC(=O)OCC(C)(C)C,-4,9,26,-9,4,10,4,2,-2.1
COc1cc(C(=O)OC2CSCC2NC(=O)c2ccccc2)cc(OC)c1OC (stereo unspecified),1,9,1,5,-4,-10,-6,-4,1.1

# Given tab-delimited: part of the list above
Compound	UPR XBP1 act	CXCR6 inh	tim10-1 inh	APJ antag	APJ ag	tim23-1 inh	TIM10 inh	Mdm2-MdmX inh	UPR CHOP act
Cc1oc(-c2ccccc2F)nc1CN1CCC(C(=O)NCc2ccco2)CC1	2	0	4	-1	-5	-8	-6	8	-2.5
COc1ccc(/C=N/NC(=O)C2C3CCCCC32C)cc1OC (stereo unspecified)	1	-11	6	9	0	21	3	24	0.0
O=C1CCC(=O)N1c1ccc(CSc2nnnn2C2CCCCC2)cc1	-1	-31	11	-4	-3	20	5	-18	0.1
CCOC(=O)N1CCN(C(=O)C(c2ccccc2)c2ccccc2)CC1	-1	-2	9	19	-4	18	3	46	-1.3

# (continued)
SMILES,UPR XBP1 act,CXCR6 inh,tim10-1 inh,APJ antag,APJ ag,tim23-1 inh,TIM10 inh,Mdm2-MdmX inh,UPR CHOP act
COc1ccc(NC(=O)CN(c2c(C)cccc2C)S(C)(=O)=O)cc1,-5,-6,20,4,-4,26,9,11,-0.1
Cc1ccc(N/C=C(\[N+](=O)[O-])S(=O)(=O)c2ccccc2)cc1,1,7,9,22,-2,7,8,-3,8.7
CC(=O)n1cc([C@H]2C=C(C(=O)N3CCOCC3)O[C@@H](OCc3ccc(CO)cc3)C2)c2ccccc21,-6,-7,-10,3,8,2,3,0,-1.1
Cc1ccc(F)cc1CNC(=O)C1CCC(=O)N(CCc2ccccc2)C1 (stereo unspecified),-3,0,17,15,0,11,-1,20,1.5
CC(C)Oc1ccc(C2CC(=O)N(Nc3ccc([N+](=O)[O-])cc3[N+](=O)[O-])C2=O)cc1 (stereo unspecified),1,26,-8,15,-5,-8,-9,-2,-0.3
CCn1c(=O)cc(OCC(=O)NCCCN2CCC(C)CC2)c2ccccc21,0,-7,7,-6,-4,13,-7,40,-1.4
CCOC(=O)/C(N=Nc1c(Br)cc(Br)cc1Br)=C(\C)O,-1,2,25,7,0,7,7,11,0.9
CCOc1ccccc1CNC(=O)CCN1C(=O)COc2ccccc21,-5,1,21,-13,-2,7,-20,22,0.4
COc1ccc(S(=O)(=O)N(Cc2ccccc2)c2ccccc2C(=O)N2CCOCC2)cc1,-6,-7,27,6,-4,24,4,43,-1.2
OCC1(Cc2cccc(Cl)c2)CCCN(Cc2cn[nH]c2C2CCCCC2)C1 (stereo unspecified),0,5,4,-17,-4,9,-13,35,-1.2
Nc1cc(N)nc(SCCc2ccccc2)n1,-6,-3,-8,-27,1,1,2,-31,1.7
COc1ccccc1C(=O)Nc1ccc(Br)cc1C,2,0,37,1,-2,38,15,-53,1.7
CC(OC(=O)c1cccc(S(=O)(=O)N2CCCCC2)c1)C(=O)NCC1CCCCC1 (stereo unspecified),0,-1,11,16,1,24,10,-24,-0.5
CCOc1cccc(C2/C(=C(/O)c3ccc4c(c3)CC(C)O4)C(=O)C(=O)N2Cc2cccnc2)c1 (stereo unspecified),-2,-9,2,36,-3,11,-11,18,-1.4
Cc1ccc(S(=O)(=O)N2CCOCC2)cc1NC(=O)CN1CCN(C)CC1,3,0,-9,-1,-2,-12,-7,-1,-0.4
Cc1ccc(NC(=S)NCc2ccc3c(c2)OCO3)cc1,-1,-4,14,-19,1,26,26,5,26
CC(=O)N1C(C(=O)O)CSC1c1cccc(C)c1 (stereo unspecified),-1,-8,1,-2,-4,9,-3,5,-3.8
NS(=O)(=O)c1ccc(CNC(=S)NC2CC2)cc1,-1,4,3,-18,-2,16,12,-18,-1.7
CCOc1ccc(CN(C)C(=O)[C@H](Cc2ccccc2)NC(=O)OCc2ccccc2)cc1OC,-1,-3,15,6,4,14,23,1,1.8
Cc1ccc(Cl)cc1N1CCN(CC(O)COCc2ccco2)CC1 (stereo unspecified),1,-4,15,-14,-1,27,12,-1,2.0
CCOc1ccc(NC(=O)CN(C)C(=O)C2CCCO2)cc1OCC (stereo unspecified),-1,-1,8,-5,-2,-14,1,16,1.4
COc1ccc(OC)c(S(=O)(=O)Nc2ccccc2C(=O)O)c1,-2,-1,10,-3,2,23,-1,22,0.2
CC(N=Cc1cccc(O)c1O)c1ccccc1 (stereo unspecified),1,-3,34,-46,3,12,-6,-2,-1.3
CC1(C)Cc2cccc(OCC(=O)N3CCN(c4ccc(F)cc4)CC3)c2O1,1,-4,13,-2,-8,16,1,9,1.7
OC(COC(c1ccccc1)c1ccccc1)CN1CCc2ccccc2C1 (stereo unspecified),2,-4,15,-7,-1,6,13,20,-2.3
COC(=O)c1c(C(=O)OC)c2ccncn2c1Cl,0,7,3,17,0,15,-2,-3,0.4
Nc1nnc(CSCc2ccccc2Cl)s1,1,-1,10,9,-4,14,6,11,2.6
COc1ccc(NC(=O)COC(=O)CN2C(=O)C3CCCCC3C2=O)cc1OC (stereo unspecified),-4,-3,2,-1,2,2,10,3,-1.7
O=C(CNc1cccc2ccccc12)N/N=C/c1cccc(Oc2ccccc2)c1,1,1,42*,-10,6,0,34,27,-2.0
COc1ccc(-c2nn(CCC#N)cc2/C=N/O)cc1OC,-1,-6,1,-9,-2,-1,-8,10,-0.7
